High-throughput results (PubChem)
HIV RNase H inh – blocks HIV-1 RNase H cleavage of RNA/DNA duplex; RT-RNase H RNA/DNA duplex cleavage, fluorescence; inhibition, % at 10 µM; 65,000 tested, 1.9% active; in the data active = inhibition above about 50%
RmlCD inh mix – RmlC/RmlD inhibition, mixture screen; RmlC/RmlD coupled enzyme inhibition, 384-well mixture HTS; 110,000 tested, 0.39% active; inhibition, % at 5.5 µM; in the data active = inhibition above about 30%, passing the limit was not always enough; also: strong numbers were not always called active
* hit, by the source's call; / = not tested or not shown. These rows are one share of the data, so the mix of outcomes need not match the whole.

SMILES	HIV RNase H inh	RmlCD inh mix
Cc1ccc(S(=O)(=O)N2c3cc(C)ccc3OCC2C(C)(C)C)cc1 (centres undefined)	/	-5.6
CC(=O)Nc1ccc(NC(=O)c2cccc(C(=O)OC(C)C)n2)cc1	-6.3	3.2
CN(Cc1ccc(O)cc1)C1CCCCC1	-1.0	-0.1
Cc1ccc(OCc2nnc(SCC(=O)NCc3ccccc3)n2C)cc1	-3.0	-6.3
CCOC(=O)C1=C(C)N(C)C(=O)NC1c1c(C)nn(-c2ccccc2)c1C (centres undefined)	/	-19.0
COc1ccc(-c2nn(C)c(=O)c3ccccc23)cc1NS(C)(=O)=O	-10.0	-7.0
Nc1nnc(SCCOc2cccc(Br)c2)s1	/	-9.3
CCOC(=O)c1c(-c2ccccc2)oc2ccc(OC(C)=O)cc12	/	-78.8
Cc1oc(CSCC2CCCO2)cc1C(=O)O (centres undefined)	11.9	5.6
CCCNc1nc(Nc2ccc(C)cc2)nc(N2CCCC2)n1	/	6.9
CC(C)CN(C(=O)COC(=O)Cc1c[nH]c2ccccc12)C1CCS(=O)(=O)C1 (centres undefined)	-3.5	5.0
CCOCCCNC(=O)CN1C2CCC1CC(O)(c1ccc(OC)cc1)C2 (centres undefined)	2.3	6.6
CC1(c2nnc(Cc3ccccc3)o2)CC(c2ccc(Br)cc2)=NO1 (centres undefined)	/	6.4
Cc1cc(-n2c(C)cc(C(=O)COC(=O)CN=C3NS(=O)(=O)c4ccccc43)c2C)no1	-18.0	-5.0
O=C(CCCOc1ccc(Cl)cc1)NCC1CCCO1 (centres undefined)	/	-23.0
CN(CCNC(=O)C1CCN(S(=O)(=O)N2CCOCC2)CC1)CCc1ccccc1	-14.0	7.1
O=C(NNS(=O)(=O)c1ccccc1)c1cc2cc3ccccc3nc2s1	/	2.2
Cc1ccc(C)n1-n1cnc2sc(-c3ccccc3)cc2c1=O	-7.1	4.2
CCc1ccc2[nH]c(=O)c(CN(Cc3ccccc3OC)C(=O)Nc3ccccc3OC)cc2c1	/	30.3
O=CC(Cl)P(=O)(N1CCCCC1)N1CCCCC1 (centres undefined)	/	2.8
CC(NC(=O)C(CC(=O)OC(C)(C)C)NC(=O)OC(C)(C)C)C(N)=O (centres undefined)	0.2	7.7
CSCCC1(C(=O)O)NC(c2ccccc2O)C2C(=O)N(C(C)C)C(=O)C21 (centres undefined)	-7.1	-9.5
Cc1cc(NS(=O)(=O)c2ccc(NC(=O)c3oc4ccccc4c3C)cc2)no1	/	48.0
COc1ccc(C2C(C(=O)c3ccco3)=C(O)C(=O)N2CCOCCO)cc1OC (centres undefined)	/	-10.2
CS(=O)(=O)N(CC(=O)N1CCN(c2ccccc2)CC1)c1cccc(Br)c1	-5.6	5.2
Later entries.
SMILES	HIV RNase H inh	RmlCD inh mix
COc1ccccc1-n1c(-c2ccoc2)nc2ccccc2c1=O	0.8	0.9
O=S(=O)(c1ccccc1Cl)N1CCCC(c2nc(-c3cccnc3)no2)C1 (centres undefined)	-19.4	-10.2
COc1ccc(Cl)cc1NC(=O)CN1CCC(n2nnc3cc(F)ccc32)CC1	5.0	-4.1
Fc1cccc(F)c1CN1CCN(c2ncccn2)CC1	-13.1	-4.8
CCCCSc1[nH]c(=O)c(C(=O)OCC)cc1C#N	/	14.5
c1ccc2c(c1)CCCn1nnnc1-2	-18.7	-9.1
CCN(CC)C(=O)CSC1c2ccccc2C(=O)N1c1ccccc1 (centres undefined)	/	18.2
Cc1cc(NC(=O)CSc2nnc(CNc3cccc(C(F)(F)F)c3)n2Cc2ccco2)no1	-1.1	-7.0
COc1cccc(C(=O)Oc2cc(N)n(S(=O)(=O)c3ccc(C)cc3)n2)c1OC	-12.9	14.0
O=C1CN(/N=C/c2ccc([N+](=O)[O-])o2)C(=O)N1	3.5	-8.6
O=C(c1nc2ccccc2s1)N1CCSCC1	-2.9	14.0
COc1nonc1NCn1nc(C)cc1C	-3.4	-8.9
O=C(NC1CCN(C(=O)Nc2cccc(F)c2)CC1)C1CCCCC1	-8.1	9.1
Cc1ccc(S(=O)(=O)N2CCN(C(=O)COc3ccc(-c4nnco4)cc3)CC2)cc1	-2.2	-110.3
CCO[C@@H]1OC(C(=O)N2CCN(C)CC2)=C[C@H](c2csc3ccccc23)[C@H]1CCCO	/	12.2
O=C(NC1=NCCS1)c1ccc(Br)s1	/	61.4
Cn1cc(S(=O)(=O)CC(=O)N2CCc3ccccc32)c2ccccc21	-28.9	-9.1
Cc1cccc(-n2cnc(C(=O)Nc3cccnc3)c2)n1	/	-14.4
COc1cccc(-n2c(Cc3cc(=O)[nH]c(=O)[nH]3)nnc2SCC(=O)NC2CCCC2)c1	-4.9	-7.1
COc1cc(C2NC(=O)NC(C)=C2C(=O)OC(C)C)ccc1OC(=O)c1ccco1 (centres undefined)	/	2.2
O=C(O)c1ccc(CN2C(=O)c3ccccc3S2(=O)=O)cc1	-6.8	10.4
Cc1cc2ccccc2n1CCNC(=O)C(C)(C)C	-3.9	7.4
CCOc1ccccc1OCC(=O)NN1Cc2ccccc2C1=N	/	-16.3
COC(=O)Nc1sc2c(c1C(=O)N1CCOCC1)CCC(C)C2 (centres undefined)	39.1	-8.7
Nc1nc(SCC(=O)Nc2ccccc2)[nH]c(=O)c1NC(=O)c1cccs1	/	-5.9

Record cards, as listed above. Order of values: HIV RNase H inh, RmlCD inh mix
Cc1cc2ccccc2n1CCNC(=O)C(C)(C)C is entered as -3.9, 7.4
Cc1cccc(-n2cnc(C(=O)Nc3cccnc3)c2)n1 is entered as /, -14.4
CCN(CC)C(=O)CSC1c2ccccc2C(=O)N1c1ccccc1 (centres undefined) is entered as /, 18.2

(list continues)
SMILES	HIV RNase H inh	RmlCD inh mix
CCN(CC)S(=O)(=O)c1ccc(NC(=O)CSc2cccc[n+]2[O-])cc1	/	-5.0
COc1ccc(C2CC(c3ccccc3)=NN2c2ccc(/C=N/NC(=O)c3ccncc3)cc2)cc1 (centres undefined)	/	7.8
CCOC(=O)c1ccc2[nH]c(C)c(CCC(C)=O)c(=O)c2c1	-12.3	-0.3
CCCN(CCC)C(=O)CC(c1ccccc1)c1cc(C)ccc1O (centres undefined)	/	-13.7
O=S(=O)(c1ccc2c(c1)OCCO2)N1CCC(n2nnc3cc(F)ccc32)CC1	-2.1	-9.2
CCN(CC)c1ccc(NC(=O)COC(=O)CCC(=O)c2ccc(F)cc2)cc1	/	8.5
COc1ccc(CONS(=O)(=O)c2ccc(NC(C)=O)cc2)cc1Cl	/	7.5
COc1ccc(NC(=O)CSc2nnc(-c3ccccc3Cl)n2Cc2ccco2)c(OC)c1	-13.4	-8.4
Cc1ccc(-c2noc(CSc3nc(N)cc(N)n3)n2)cc1	-8.6	-8.4
O=C(O)c1ccccc1NS(=O)(=O)c1cccc2cccnc12	-5.6	5.8
O=C(NC1=NCCS1)C12CC3CC(C1)CC(C(=O)NC1=NCCS1)(C3)C2	-4.9	/
CN(C)S(=O)(=O)c1cccc(NC(=O)c2cc3ccccc3o2)c1	/	6.1
CCCS(=O)(=O)N1CCN(Cc2ccco2)CC1	1.0	10.2
O=C(O)Cn1c(SCc2ccccc2)nc2ccccc21	/	10.8
O=C(NCc1cccnc1)c1cc(-c2cccs2)on1	1.5	/
CCCCn1nc2cc(C(=O)NCc3cc(C(F)(F)F)cc(C(F)(F)F)c3)ccc2c1OCC	/	-81.5
CN(C)c1ccc(N/C=C/C(=O)c2ccccc2)cc1	12.0	-10.0
COC(=O)CSc1nnc(C)n1-c1ccc(C)cc1	/	5.1
Cc1ccc(-c2cc(C(=O)OCC(=O)Nc3cc(C)on3)c3ccccc3n2)c(C)c1	-17.6	1.9
COc1cc2[nH]c(=O)n(CCCCCC(=O)N3CC=C(c4ccccc4)CC3)c(=O)c2cc1OC	/	8.6
COc1ccc(-c2cc(C(=O)NC(C(=O)O)C(C)C)c(C)o2)cc1OC (centres undefined)	8.9	-2.3
Cc1c(NC(=O)CN2C(=O)c3cccc4cccc2c34)c(=O)n(-c2ccccc2)n1C	0.6	3.7
O=C(c1ccc(F)cc1)N(Cc1ccccc1)C1CCS(=O)(=O)C1 (centres undefined)	-11.5	3.5
COc1ccc(NC(=O)c2cccs2)cc1NC(=O)c1ccco1	/	-12.8
CCCOC(=O)c1[nH]c2c(c1C)C(=O)CC(c1ccc(OC)c(OC)c1)C2 (centres undefined)	4.4	/
Additional compounds:
SMILES	HIV RNase H inh	RmlCD inh mix
COc1ccccc1C1C(C#N)=C(N)Oc2cc(C)n(CCCn3ccnc3)c(=O)c21 (centres undefined)	4.2	0.1
CCOC(=O)Cc1[nH]nc2c1C(c1ccoc1)C(C#N)=C(N)O2 (centres undefined)	0.0	7.7
CCOC(=O)C1CCN(S(=O)(=O)c2cc(Cl)c(C)cc2OC)CC1	-28.4	-12.5
Cc1cc(C)cc(Oc2ccc(N)cc2)c1	-70.1	-13.8
CC(=O)Oc1cccc(N2C(=O)c3ccc(C(=O)O)cc3C2=O)c1	-3.9	0.2
COC(=O)CNC(=O)C1(C)C=CCN1C(=O)c1ccccc1 (centres undefined)	/	5.0
CCCOc1ccc(C(C)=O)cc1CC(C(=O)OCC)C(=O)OCC	/	-6.6
CCOC(=O)N1CCN(C(=O)CNC(=O)c2nn(-c3ccc(OC)cc3)c(=O)c3ccccc23)CC1	/	11.7
CC1=NN(c2nc(C)cc(C)n2)C(=O)C1CCC(C)C (centres undefined)	/	-8.1
O=C(NCc1ccc2c(c1)OCO2)c1cccnc1	-8.0	-33.4
O=C(NC1CCCC1)C1CCN(S(=O)(=O)c2cccc3cccnc23)CC1	7.3	42.8
COc1cccc(C(=O)CN2CCN(S(=O)(=O)c3ccc(Br)cc3)CC2)c1	-34.7	-0.2
COc1ccc(-c2noc(CCC(=O)NCCN(C)Cc3ccccc3)n2)cc1	-2.4	-6.9
CCOC(=O)N1CCN(c2nc3ccccc3nc2C(C#N)S(=O)(=O)c2ccc(C)cc2)CC1 (centres undefined)	16.6	/
COc1ccc(/C=N/NC(=O)c2csc(-n3nc(C)cc3C(F)(F)F)n2)cc1	/	-8.8
Cc1ccc(NC(=O)c2csnn2)c(C)c1	/	-7.1
CCN(CC)CCC(c1ccc2c(c1)OCO2)c1c(OC)cc(OC)c2ccc(=O)oc12 (centres undefined)	/	-21.8
COC(=O)CNC(=O)C(C)NC(=O)OCc1ccccc1 (centres undefined)	2.5	17.2
CCc1ccc(S(=O)(=O)NCCc2cn3ccsc3n2)s1	-39.9	-9.3
Cc1ccc(Nc2nc(N)nc(CN3CCC(C)CC3)n2)c(C)c1	/	-32.4
O=C(Cn1nc(C(F)(F)F)c2c1CCC2)NCc1ccc(F)cc1	39.1	-25.6
COc1cccc(N2CCN(CC(=O)Nc3nc4c(s3)CC(C)CC4)CC2)c1 (centres undefined)	2.5	-12.2
CCOc1nc(C)ccc1-c1noc(-c2ccccn2)n1	-13.3	-10.4
COCCCn1c(SCC(=O)NCc2ccco2)nc2sc3c(c2c1=O)CCC3	-3.6	-2.4
CCOC(=O)c1sc2ncn(C(CC)C(=O)OCC)c(=O)c2c1C (centres undefined)	0.0	4.6

Grouped by structure, the compounds so far containing a tert-butyl group
SMILES	HIV RNase H inh	RmlCD inh mix
Cc1ccc(S(=O)(=O)N2c3cc(C)ccc3OCC2C(C)(C)C)cc1 (centres undefined)	/	-5.6
CC(NC(=O)C(CC(=O)OC(C)(C)C)NC(=O)OC(C)(C)C)C(N)=O (centres undefined)	0.2	7.7
Cc1cc2ccccc2n1CCNC(=O)C(C)(C)C	-3.9	7.4

Following part
SMILES	HIV RNase H inh	RmlCD inh mix
CCn1cc(C2Nc3ccccc3C(=O)N2O)c(C)n1 (centres undefined)	-0.1	3.7
O=c1c2ccccc2nc(SCc2nc(-c3ccccc3)no2)n1-c1ccc(F)cc1	-3.7	9.5
CCN1C(=O)c2cccc3c(S(=O)(=O)Nc4ccc(OC)cc4OC)ccc1c23	-13.9	/
Cc1cc(NC(=O)CSc2nc3ccsc3c(=O)n2Cc2ccccn2)n[nH]1	-15.3	-6.2
N#Cc1ccsc1NC(=O)CN1CCCCC1	/	-15.4
N[C@@H](Cc1cc(I)c(Oc2cc(I)c(O)c(I)c2)c(I)c1)C(=O)O	/	46.0
O=C(NCc1cccs1)C1CCCN1S(=O)(=O)c1ccccc1F (centres undefined)	-6.4	-0.2
O=C(O)C1NCCc2ccccc21 (centres undefined)	-12.7	2.8
CCOC(=O)C1=C(CC)NC2=C(C(=O)CCC2)C1c1ccc(OC)c(OC)c1 (centres undefined)	/	2.9
Cn1nc(C(=O)N2CCc3ccccc3C2)c2ccccc2c1=O	/	-16.0
O=C(c1ccc2c(c1)OCO2)N1CCCN(C(=O)c2ccc3c(c2)OCO3)CC1	-9.2	18.6
Cn1cc(S(=O)(=O)N2CCN(c3ccccc3F)CC2)c(=O)n(C)c1=O	/	1.9
CCOC(=O)CSc1nc2c(sc(=S)n2-c2ccccc2OC)c(=O)n1Cc1ccco1	/	-8.1
COc1ccc(C2CC(=O)c3sc(N)nc3C2)cc1 (centres undefined)	8.6	-12.6
O=[N+]([O-])c1ccccc1C1Nc2cccc3cccc(c23)N1	/	-7.7
O=C(Nc1cnn(C23CC4CC(CC(C4)C2)C3)c1)c1cc(-c2ccccc2)on1	7.0	/
COCCNC(=O)C(c1ccc(F)cc1)N(CC1CCCO1)C(=O)CCC(=O)Nc1ccccn1 (centres undefined)	1.7	-0.1
O=S(=O)(c1ccc(Cl)cc1)N1CCC(O)(c2cccnc2)CC1	/	1.7
COc1ccc(/C=N/NC(=O)c2cccc([N+](=O)[O-])c2)cc1OC(=O)c1ccc(C)cc1	/	-6.6
Clc1ccc(-c2nnc3sc(Cc4cccs4)nn23)cc1	10.1	-13.8

Random excerpt: 6 records from the list, in no set order.
SMILES	HIV RNase H inh	RmlCD inh mix
CCOC(=O)CSc1nc2c(sc(=S)n2-c2ccccc2OC)c(=O)n1Cc1ccco1	/	-8.1
CCCN(CCC)C(=O)CC(c1ccccc1)c1cc(C)ccc1O (centres undefined)	/	-13.7
COc1ccc(Cl)cc1NC(=O)CN1CCC(n2nnc3cc(F)ccc32)CC1	5.0	-4.1
CCOc1ccccc1OCC(=O)NN1Cc2ccccc2C1=N	/	-16.3
COc1ccc(C2CC(=O)c3sc(N)nc3C2)cc1 (centres undefined)	8.6	-12.6
O=C(NCc1cccs1)C1CCCN1S(=O)(=O)c1ccccc1F (centres undefined)	-6.4	-0.2
